PfGluPho inh: PfG6PD enzyme inhibitors, primary screen, biochemical, fluorescence intensity, uHTS; glucose-6-phosphate dehydrogenase-6-phosphogluconolactonase (Plasmodium falciparum 3D7); PfGluPho enzyme, NADPH resazurin-diaphorase fluorescence; inhibition, % at 20 µM; hit rate 0.78% among 350,000;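 active means inhibition reaching at least a set limit at 20 µM in the primary screen, cut at about 59% in these data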;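 further: 0% = DMSO wells with substrate and 100% = DMSO wells lacking glucose-6-phosphate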
Apaf-1 inh: inhibitors of human Apaf-1 apoptosome, primary screen, biochemical, DEVD-Rh110 fluorescence, uHTS; Apoptotic protease-activating factor 1 (Homo sapiens), O14727; reconstituted apoptosome caspase-3 activity; inhibition, % at 20 µM; hit rate 0.71% among 330,000; active means inhibition of at least 40% at 20 µM;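 further: plate controls were DMSO wells for no effect and DEVD-CHO caspase inhibitor wells for full effect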
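detection = Rh110 fluorescence intensity | test system = biochemical Apaf-1 apoptosome reconstitution | also added = cytochrome c and DEVD-Rh110 substrate | schedule = 30 min plus 50 min, RT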
NLRP3 yeast inh: NALP3 inflammasome inhibitors in reconstituted yeast, primary screen, luminescence, uHTS; Yeast reconstituted NLRP3/ASC/caspase-1, beta-gal luminescence, 24 h; hit rate 0.39% among 330,000; AID 2825, 2010; inhibition, % at 10 µM;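 active means inhibition of 50% or more; inactive means inhibition below 50%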;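 further: plate controls were induced DMSO wells for no effect and uninduced yeast grown without galactose for full effect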
SENP8 block-1: SENP8 protease inhibitors, primary screen, biochemical, luminescence | hit rate 1.2% among 330,000 | Sentrin-specific protease 8 (Homo sapiens), Q96LD8 | inhibition, % at 10 µM | AID 2540, 2010 | purified SENP8, Z-RLRGG-aminoluciferin cleavage; in the data active means inhibition above about 50%
Target sequence (Q96LD8 whole entry, looked up): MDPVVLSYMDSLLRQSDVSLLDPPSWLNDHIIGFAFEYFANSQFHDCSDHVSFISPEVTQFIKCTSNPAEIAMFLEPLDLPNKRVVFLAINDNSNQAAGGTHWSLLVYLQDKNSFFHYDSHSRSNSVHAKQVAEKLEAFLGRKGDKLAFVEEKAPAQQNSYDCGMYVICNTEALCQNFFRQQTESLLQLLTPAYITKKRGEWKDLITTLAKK
SENP6 block: SENP6 protease inhibitors, primary screen, biochemical, luminescence, uHTS. Sentrin-specific protease 6 (Homo sapiens), Q9GZR1. Recombinant SENP6 catalytic domain, aminoluciferin luminescence. inhibition, % at 10 µM. hit rate 1.8% among 330,000. AID 2599, 2010;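 active means inhibition above about 50% at the single tested dose, limit read from the data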;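 further: plate controls were DMSO wells with enzyme for no effect and DMSO wells lacking enzyme for full effect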
SENP8 block-2: human SENP8 protease inhibitors, primary screen, biochemical, fluorescence, Nedd8 protein substrate, uHTS; Sentrin-specific protease 8 (Homo sapiens), Q96LD8; recombinant SENP8; inhibition, % at 20 µM; hit rate 0.64% among 360,000; AID 602440, 2012; in the data active means inhibition mostly above about 40%, no sharp cut-off; inactive means mostly below about 27%
SENP1 inh: human SENP1 catalytic domain inhibitors, primary screen, biochemical, FRET, uHTS; recombinant SENP1 catalytic domain, CyPet-SUMO1-YPet FRET cleavage; inhibition, % at 10 µM; hit rate 0.21% among 360,000; AID 624204, 2012;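 active means inhibition at least 30% at 10 µM, raw YFP signal under a set limit, fluorescence ratio 0.5 to 1.5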;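 further: 0% = enzyme with DMSO and 100% = no enzyme wells; some results filed as inactive read as strong as hits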
Target sequence (Q9P0U3 419-644 limits assumed): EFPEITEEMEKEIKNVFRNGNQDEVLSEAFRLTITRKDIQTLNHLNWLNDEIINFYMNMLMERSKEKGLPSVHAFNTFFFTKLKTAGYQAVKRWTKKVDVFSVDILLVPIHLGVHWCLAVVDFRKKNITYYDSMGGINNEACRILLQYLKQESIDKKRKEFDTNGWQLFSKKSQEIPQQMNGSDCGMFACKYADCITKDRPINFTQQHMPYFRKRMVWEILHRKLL
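Test system: recombinant human SENP1 catalytic domain, His6-tagged / Medium: pH 8 Tris buffer with EDTA, NaCl, BME, BSA, NP40, catalase / Also added: SUMO1 FRET substrate flanked by Cypet and Ypet, 25 nM / Times: 50 min reaction at room temperature / Signal: FRET, CFP and YFP emission / Control set: no-enzyme low control and enzyme-plus-DMSO high control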
HKDC1 inhibitor: HKDC1 hexokinase inhibitors, primary screen, biochemical, fluorescence, uHTS. Q2TB90. recombinant HKDC1, G6PDH/diaphorase resazurin coupled fluorescence. inhibition, % at 20 µM. hit rate 0.16% among 340,000. AID 493160, 2011;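 active means inhibition above about 35% when tested at 20 µM, limit read from the data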;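 further: plate controls were DMSO wells with enzyme for no effect and DMSO wells lacking enzyme for full effect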
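Test system: Recombinant HKDC1 (HK5) hexokinase enzyme, produced in-house | Input: HKDC1 at 5 µg/mL | Buffer or medium: Tris pH 8.0 buffer with MgCl2, Tween-20, BSA, BME | Schedule: 90 min reaction incubation at room temperature, dark | Technique: Resazurin-to-resorufin fluorescence via G6PDH and diaphorase coupling, 525/613 nm | Controls: DMSO wells with and without enzyme mix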
SENP7 inh: SENP7 protease inhibitors, primary screen, biochemical, luminescence, uHTS. Sentrin-specific protease 7 (Homo sapiens), Q9BQF6. hit rate 1.5% among 330,000. inhibition, % at 5 µM. recombinant SENP7, Z-RLRGG-aminoluciferin luminescence, 40 min;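 active means inhibition above about 50% at the single test dose, limit read from the data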;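 further: plate controls were DMSO with enzyme for no effect and no enzyme buffer wells for full effect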
Target sequence (Q9BQF6 706-1050 limits assumed): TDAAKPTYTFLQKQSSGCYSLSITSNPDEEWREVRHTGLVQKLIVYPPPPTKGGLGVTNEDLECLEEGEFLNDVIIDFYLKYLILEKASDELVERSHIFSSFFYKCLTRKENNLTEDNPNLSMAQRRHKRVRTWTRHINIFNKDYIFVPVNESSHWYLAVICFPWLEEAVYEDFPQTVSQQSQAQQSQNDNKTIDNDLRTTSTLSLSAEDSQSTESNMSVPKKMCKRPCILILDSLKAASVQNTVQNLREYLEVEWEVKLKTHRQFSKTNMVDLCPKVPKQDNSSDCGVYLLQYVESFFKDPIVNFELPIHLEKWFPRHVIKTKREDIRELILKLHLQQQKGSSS
Starred values were filed as active, the others as inactive; i = inactive; . = not tested or not shown.

SMILES	PfGluPho inh	Apaf-1 inh	NLRP3 yeast inh	SENP8 block-1	SENP6 block	SENP8 block-2	SENP1 inh	HKDC1 inhibitor	SENP7 inh
CCCCOc1ccc(-c2c(C(=O)Nc3ccccc3)c(C)[nH]c(=S)c2C#N)cc1	-4	15	8	1	-8	0	-5	-8	4
CCCCCN(C(=O)CCC(=O)OCc1cccc(Br)c1)c1c(N)n(CCCC)c(=O)[nH]c1=O	-36	10	14	12	2	4	-2	-2	2
CS(=O)(=O)CCC(C(=O)OCc1ccc(Cl)cc1)N1C(=O)c2ccccc2C1=O (stereo not given)	8	6	12	-1	1	14	3	-9	0
COc1ccccc1NC(=O)N1CCC(NC(=O)C(Cc2ccccc2F)NC(C)=O)CC1 (stereo not given)	4	-5	7	7	-7	13	-1	-7	-1
COc1cc(OC)c(OC)cc1/C=N/NC(=O)CCc1c(C)n[nH]c1C	-1	-4	11	-1	-4	-480	2	0	2
CCOC(=O)c1c(C)nc2c(c1-c1ccc(Cl)cc1)C(=O)CC(C)(C)C2	2	-4	9	-1	5	12	-1	-9	3
COc1cccc(-c2csc(N3CCN(C(=S)Nc4ccc(Cl)cc4)CC3)n2)c1	5	10	14	-13	-24	5	-2	0	-4
CNC(=S)NNC(=O)CSCc1c(Cl)cccc1Cl	0	-6	21	11	14	-4	0	0	-4
Cc1cc(N2CCN(c3ccccc3)CC2)n2ncnc2n1	4	2	6	9	18	13	2	-8	2
Clc1cc(Cl)c(OCCCCn2cncn2)c(Cl)c1	-1	1	20	-4	-15	4	2	-5	-11
CCN(CC)CCCNC(=O)c1cn(C)c(=O)c2c1c1ccccc1n2C	-8	-3	-13	-10	-14	-267	-1	0	-4
Cc1ccc(S(=O)(=O)N2CCC(=O)CC2)cc1	4	27	10	-7	3	11	0	-2	2
CC(C)(C)OC(=O)N[C@H](Cc1ccccc1)C(=O)N1CCC[C@@H]1C(=O)O	-7	-5	3	-3	-19	14	1	-4	1
O=[N+]([O-])c1ccc(Cn2cc(-c3cccc(C(F)(F)F)c3)nn2)cc1	12	22	-3	-9	-15	22	-2	0	-9
COc1cc(C=NNC(=O)c2ccccc2NS(=O)(=O)c2cccs2)cc(OC)c1O	1	-1	-7	-2	-19	-471	0	0	0
CCCCNC(=O)COc1ccccc1[N+](=O)[O-]	-22	-13	-4	-10	-1	10	1	-8	-6
O=c1ccc(Cl)n[nH]1	-7	0	5	6	16	17	1	-5	1
COc1cc(C2C(C#N)=C(N)N(Nc3ccccc3)C3=C2C(=O)CC(C)(C)C3)ccc1OCc1ccccc1 (stereo not given)	-3	24	4	3	-8	i	-47	0	8
C=C(C)Cn1c(N)cc(=O)nc1SCC(=O)Nc1cccc(C(F)(F)F)c1	-11	-10	-1	8	-9	4	3	6	4
CN(C)S(=O)(=O)c1cccc(NC(=O)CSc2nnnn2-c2ccccc2)c1	-17	-10	-6	-2	-9	3	-3	-2	2
COc1cccc(OCc2cc(C(=O)N3CCN(C4CCCC4)CC3)no2)c1	1	4	17	-3	-10	-3	0	-8	12
O=C(/C(=C/c1ccccc1Cl)c1ccccc1)N1CCOCC1	-6	0	-10	-8	7	10	2	1	-7
CCOc1ccc(C(=O)N(CN2CCCC2=O)c2ccccc2)cc1	-14	1	5	1	1	5	0	-6	8
O=C(NCCCN1CCCCC1)C1CCC(=O)N1CCc1ccccc1 (stereo not given)	-9	2	22	-4	-3	24	0	-2	-2
Cc1c(NC(=O)C(C)OC(=O)c2cccnc2Cl)c(=O)n(-c2ccccc2)n1C (stereo not given)	5	-7	2	9	8	13	2	-1	8
C(=Nc1ccc(N2CCOCC2)cc1)c1c[nH]c2ccccc12	26	-3	8	0	-28	-79	2	4	3
CSc1ncccc1C(=O)Nc1ccc2nc(C)sc2c1	6	4	21	-15	-7	24	-2	-4	-9
O=C1NCCNC1(c1c[nH]c2ccccc12)C(F)(F)F (stereo not given)	-19	16	5	-10	-22	8	1	-3	-10
C=CCn1c(O)c(N=NC(=O)CNC(=O)c2ccco2)c2ccccc21	0	-6	3	-1	0	10	-1	-16	4
O=C(O)CCCCn1c(SCC(=O)Nc2ccccc2C(F)(F)F)nc2ccsc2c1=O	-14	-5	7	-3	-6	12	-2	-15	-1
COc1ccccc1CNC(=O)c1ccccc1NS(C)(=O)=O	0	-9	2	-1	0	-132	3	11	4
O=C(NC1CCCCCCC1)C1CCC(CNc2c(N3CCCC3)c(=O)c2=O)CC1 (stereo not given)	-2	1	1	10	-3	6	0	-2	0
O=C(Nc1nccs1)C(c1ccccc1)N1CCCC1 (stereo not given)	13	-3	6	1	2	-4	-1	4	2
CN(C)c1ccc(C(=O)N2CCN(C(=O)C3CCCO3)CC2)cc1 (stereo not given)	-8	-5	4	-3	-13	16	3	-5	4
CC(C)C[C@@H](CN1CCCC1CN1C(=S)NC[C@@H]1Cc1ccc(O)cc1)N1C[C@H](Cc2ccccc2)N(CC2CCCCCC2)C1=S (stereo not given in full)	20	.	.	.	.	-8	1	2	.
CC1(c2ccccc2)NC(=O)N(CC(=O)N2CCN(S(=O)(=O)c3cccc(C(F)(F)F)c3)CC2)C1=O (stereo not given)	4	.	.	.	.	0	1	0	.
Cn1/c(=N/N=C/c2ccccn2)sc2ccccc21	27	27	17	-11	14	22	-3	-1	9
CCCC(=O)Nc1ccc(C(=O)Nc2nc(CC(=O)OCC)cs2)cc1	36	-6	-1	1	-17	-2	-1	-6	3
CCN(C(=O)CSc1nnc(-c2cccc(F)c2)n1N)c1c(N)n(Cc2ccccc2)c(=O)[nH]c1=O	11	.	.	.	.	9	0	-5	.
CCOc1cc(CO)cc(Br)c1OCC(N)=O	-7	-7	-7	-14	-11	1	11	0	-9

2 consecutive entries already listed:
SMILES	PfGluPho inh	Apaf-1 inh	NLRP3 yeast inh	SENP8 block-1	SENP6 block	SENP8 block-2	SENP1 inh	HKDC1 inhibitor	SENP7 inh
CN(C)c1ccc(C(=O)N2CCN(C(=O)C3CCCO3)CC2)cc1 (stereo not given)	-8	-5	4	-3	-13	16	3	-5	4
CC(C)C[C@@H](CN1CCCC1CN1C(=S)NC[C@@H]1Cc1ccc(O)cc1)N1C[C@H](Cc2ccccc2)N(CC2CCCCCC2)C1=S (stereo not given in full)	20	.	.	.	.	-8	1	2	.

(continued)
SMILES	PfGluPho inh	Apaf-1 inh	NLRP3 yeast inh	SENP8 block-1	SENP6 block	SENP8 block-2	SENP1 inh	HKDC1 inhibitor	SENP7 inh
O=C(Nc1ccc(C(=O)N2CCCCC2)cc1)c1cccs1	-16	0	7	47	66*	10	0	-8	60*
CC(=O)Nc1cccc(C(=O)OC(C)C(=O)NC(=O)NC2CCCCC2)c1 (stereo not given)	-7	7	8	9	-15	9	-1	0	-3
O=C(c1ccco1)N1CCN(Cc2nnnn2C2CCCCC2)CC1	-17	0	22	1	-12	2	0	7	8
COc1ccc(C(=O)NCc2ccncc2)cc1S(=O)(=O)NCc1ccc(Cl)cc1	0	-2	11	0	0	-10	-4	8	1
Cc1ccc(-c2csc(NC(=O)c3cccc(C)c3)c2C(=O)O)cc1	47	-9	65*	92*	97*	-98	-2	13	69*
COC(=O)c1ccsc1NC(=O)c1ccccc1	-1	6	17	5	-1	-81	2	-4	-1
CN(C(=O)COC(=O)c1ccc2c(=O)n3c(nc2c1)CCC3)c1ccccc1	13	-1	4	-4	3	-158	-81	-10	5
COc1cccc(-n2c(SCC(=O)Nc3nc4ccccc4s3)nc3ccccc3c2=O)c1	0	-21	2	3	-14	.	.	-2	4
COc1ccc2nc(C)cc(SCC(=O)NNC(=O)COc3ccccc3)c2c1	-5	8	3	-19	-7	-1	1	-2	-16
CC(=O)Nc1c(-c2ccc3ccccc3c2)nc2ccccn12	-2	-7	7	-4	24	-274	5	-3	0
CC[n+]1c(C)cc(C)n1-c1ccccc1	-21	0	24	4	12	5	0	-1	2
COc1cc(C2N=C(c3ccccc3)NO2)cc(Br)c1O (stereo not given)	-15	-4	7	77*	91*	-165	-6	1	28
c1cc2c(cc1C1CCCCC1)c1c3n2CCCNC3CCC1 (stereo not given)	-8	32	-3	-8	-7	-2	1	4	7
Oc1ccc(Br)cc1C=Nc1ccc(Cl)cc1	1	11	11	-7	-18	2	-21	6	4
COc1cc(-c2nnc(COC(=O)c3nn(CC(C)C)c(=O)c4ccccc34)o2)cc(OC)c1OC	-6	23	19	3	-4	8	3	0	4
Cc1ccc(S(=O)(=O)N2CCN(C(=O)c3ccc(Cl)nc3)CC2)cc1	-5	-5	2	-1	3	7	1	-5	11
FC(F)(F)c1nc(NCc2ccccc2)c2nnn(Cc3ccccc3)c2n1	7	11	-12	-6	1	1	-2	-5	3
Nc1[nH]nc2nc(NCc3ccccc3)c3c(c12)CCN(Cc1ccccc1)C3	15	6	17	-3	-19	-10	-5	-2	0
Cc1sc2nc(CSCC(=O)Nc3ccc(N4CCOCC4)cc3)[nH]c(=O)c2c1C	3	-6	9	-5	-24	-44	-3	1	0
CC(NC(=O)c1cccc(S(=O)(=O)N(C)C)c1)C1CC2CCC1C2 (stereo not given)	-12	-4	10	-2	-10	11	0	-6	-5
Cc1cccc(C)c1NC1=NC(=S)N(c2ccc(N(C)C)cc2)C1(C)C	-3	19	10	8	-3	20	0	3	-6
Cc1ccc(C)c(OCCn2cc(C(=O)O)c3ccccc32)c1	-25	2	9	2	-4	3	0	-6	7
CC(=O)c1cccc(CN(C)CC2CCCN(CCc3ccccc3C)C2)c1 (stereo not given)	-9	9	42	-1	2	12	1	-6	1
O=C(CCc1ccccc1)NCCc1ccc(F)cc1	-6	-4	38	-2	2	5	-1	4	1
CC(=O)Cn1nnc(-c2ccc(C(F)(F)F)cc2)n1	-8	10	20	-5	-26	1	3	-3	-10
COc1ccc(C(=O)C(C)OC(=O)CNC(=O)c2ccco2)cc1 (stereo not given)	-12	-8	10	2	5	6	2	-5	-1
Cc1ccc(NC(=O)CSCC(=O)NC2(C)CCS(=O)(=O)C2)cc1 (stereo not given)	8	-6	16	9	-7	4	4	-3	-9

By substructure: the entries above containing a furan ring, fused or not (three)
SMILES	PfGluPho inh	Apaf-1 inh	NLRP3 yeast inh	SENP8 block-1	SENP6 block	SENP8 block-2	SENP1 inh	HKDC1 inhibitor	SENP7 inh
C=CCn1c(O)c(N=NC(=O)CNC(=O)c2ccco2)c2ccccc21	0	-6	3	-1	0	10	-1	-16	4
O=C(c1ccco1)N1CCN(Cc2nnnn2C2CCCCC2)CC1	-17	0	22	1	-12	2	0	7	8
COc1ccc(C(=O)C(C)OC(=O)CNC(=O)c2ccco2)cc1 (stereo not given)	-12	-8	10	2	5	6	2	-5	-1

High-throughput results deposited in PubChem BioAssay by Sanford-Burnham Center for Chemical Genomics.
